Assay outcomes from PubChem BioAssay.
TDP1 cell noCPT = qHTS for Inhibitors of human tyrosyl-DNA phosphodiesterase 1 (TDP1): qHTS in cells in absence of CPT; DT40 Tdp1-/- hTDP1 cells, no CPT, ATP luminescence, 48 h; Potency, µM (highest dose often 46.2 µM), inactives show top-dose activity change, negative = growth inhibition, hits mostly inhibitors; actives 15% (n = 420,000); also: nearly all actives have a fitted effect of over 55% in size
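Camptothecin absent (DMSO only). Human TDP1-complemented DT40 knockout cells, 400 cells/well, 37 °C for minimum 48 hr; ATP measured via CellTiter-Glo, 30 min dark incubation, luminescence.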
DT40 TDP1 CPT = DT40-hTDP1 cell growth loss with CPT; chicken DT40 Tdp1-/-;hTDP1 cells + 20 nM CPT, ATP luminescence, 48 h; Potency, µM (series often up to 46.2 µM), inactives show at the highest dose activity change, negative = growth inhibition, hits mostly inhibitors; actives 12% (n = 420,000); also: nearly all actives have a fitted effect of over 55% in size
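Chicken DT40 Tdp1-/- cells complemented with human TDP1, 400 cells/well, exposed to compounds plus 20 nM camptothecin for at least 48 h at 37 C; viability read as ATP content by CellTiter-Glo luminescence.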
TDP1 inh = blocks human tyrosyl-DNA phosphodiesterase 1 | Q9NUW8 | recombinant TDP1, AlphaScreen DNA substrate cleavage | Potency, µM (doses to about 130 µM), without a hit: at the top dose activity change, negative = inhibition, hits mostly inhibitors | actives 0.28% (n = 350,000) | AID 485290; also: nearly all actives have a fitted effect of over 40% in size
Target sequence (Q9NUW8 whole entry, looked up): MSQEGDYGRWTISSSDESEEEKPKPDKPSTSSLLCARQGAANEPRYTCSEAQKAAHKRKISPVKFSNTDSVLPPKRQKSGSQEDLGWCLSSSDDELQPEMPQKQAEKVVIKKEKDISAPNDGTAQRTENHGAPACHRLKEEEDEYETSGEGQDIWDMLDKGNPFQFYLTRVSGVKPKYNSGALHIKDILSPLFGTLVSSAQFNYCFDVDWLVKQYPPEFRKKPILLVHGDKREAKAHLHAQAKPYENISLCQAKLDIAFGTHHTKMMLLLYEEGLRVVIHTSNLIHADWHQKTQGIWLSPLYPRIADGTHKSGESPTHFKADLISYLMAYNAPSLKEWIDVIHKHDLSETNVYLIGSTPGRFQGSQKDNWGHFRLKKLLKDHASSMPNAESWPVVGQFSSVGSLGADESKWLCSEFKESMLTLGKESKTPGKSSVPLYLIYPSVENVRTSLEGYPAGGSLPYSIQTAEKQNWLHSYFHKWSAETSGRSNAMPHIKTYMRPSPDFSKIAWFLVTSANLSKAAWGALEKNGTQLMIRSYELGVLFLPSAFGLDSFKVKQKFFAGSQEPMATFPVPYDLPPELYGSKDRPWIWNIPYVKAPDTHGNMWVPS
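Recombinant human Tdp1 (E. coli-expressed, 1 nM final) preincubated with compounds 15 min at room temperature, then 5'-biotin/3'-phosphotyrosine-FITC DNA substrate (15 nM final) added for 5 min. AlphaScreen beads (10 ug/ml final) added 10 min; cleavage lowers signal.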
The depositor's hits bear a star; ? = inconclusive; · = not tested or not shown; & = joins results of further samples; [ ] = remark or other dose. Calls follow the shape of the dose curve; as a rule, active = well fitted curve in the direction sought with a large enough effect; inconclusive = small, poorly fitted or top-dose-only effect, or another doubt; inactive = no such curve, though single readings can be large; an effect the other way counts as inactive or inconclusive. % is scaled to controls: 0 for no effect and ±100 for the full control effect; potency is read from the fitted curve at half-maximal effect. A portion of the library; the hit share may differ from the screen's.

Sequence of screens: TDP1 cell noCPT, DT40 TDP1 CPT, TDP1 inh
1) CC(C)CCOP(N)(=O)Oc1ccccc1Cl (configuration not stated)
  -9%, -2%, ·
2) CC(C)CN1CCN(Cc2c(F)cccc2Cl)CC1CCO (configuration not stated)
  -18%, -5%, 6%
3) CCCCn1c(NS(=O)(=O)c2ccc(C)cc2)c(C(=O)OCC)c2nc3ccccc3nc21
  ?, ?, 3%
4) Fc1ccc(CNCCc2ccccc2F)cc1
  -14%, -7%, -1%
5) CC12CCC3C(CC=C4CC5(CCC43C)OCCO5)C1CCC2=O (configuration not stated)
  ?, ?, -7%
6) O=C(NCCN1CCC(n2c(=O)[nH]c3ccccc32)CC1)c1ccc2ccccc2c1
  ?, 23µM*, ·
7) O=C(c1cn(Cc2ccccc2)c2ccccc12)C1CC1
  ?, ?, 8%
8) Cc1cc(C(=O)OCC(=O)Nc2c(F)cccc2F)c(C)n1C1CC1
  2%, 1%, 10%
9) CC1=C(C(=O)Nc2ccccc2)SCCO1
  ?, ?, 7%
10) CC(c1ccccc1)(c1ccccc1)c1ccncc1
  ?, ?, -3%
11) C=CCn1c(O)c(C=NCCN2CCNCC2)c(=O)[nH]c1=O
  -17%, -14%, 3%
12) O=c1[nH]c(=S)n(-c2ccccc2F)c(O)c1C=Nc1ccc(N2CCOCC2)cc1
  -28%, -13%, 5%
13) COc1ccc2c(c1)[nH]c1c(C)nccc12
  20µM*, 13µM*, -1%
14) C[C@]12C[C@@H](O)[C@H](O)CC1=CCC1C2CC[C@@]2(C)C1CC[C@@H]2O (some centres not stated)
  -18%, -29%, 1%
15) CCCCN(C(C)=O)c1ccc2c(c1)C1CC2CCN1Cc1ccccc1 (configuration not stated)
  ?, ?, ·
16) O=C1NCN(c2ccccc2)C12CCN(C(c1cc3ccccc3o1)c1nnnn1C1CCCCC1)CC2 (configuration not stated)
  ?, ?, ·
17) COc1cc2[nH]c(=O)n(-c3cccc(Cl)c3)c(=O)c2cc1OC
  -8%, -6%, 7%
18) Cn1c(CCCC(=O)O)nc2cc(N(CCCl)CCCl)ccc21
  19µM*, ?, ·
19) N#CC1c2ccccc2C=CN1C(=O)c1ccc(N(CCCl)CCCl)cc1 (configuration not stated)
  18µM*, 23µM*, ·
20) N#Cc1ccc(OCC(=O)N2CCN(Cc3ccc4c(c3)OCO4)CC2)cc1
  ?, 4%, -4%
21) CC(=O)N1CN2CN(C(C)=O)CC(C(=O)c3ccc([N+](=O)[O-])cc3)(C2)C1
  0%, 2%, -3%
22) O=C(c1cc(-c2ccncc2)nc2ccccc12)N1CCC2(CC1)OCCO2
  ?, -29%, 2%
23) CCOc1ccc(/C=C2/C(=O)NC(=O)N(CCc3ccc(F)cc3)C2=O)cc1
  9%, 6%, 2%
24) CCOP(=O)(CCP(=O)(OCC)OCC)OCC.C[CH2][Sn]([Cl])([Cl])[CH2]C
  0.82µM*, 0.73µM*, ·
25) CC12CC[C@H]3[C@@H](CCC4(O)C[C@H](O)CCC34/C=N/NC(=O)c3ccccc3[N+](=O)[O-])C1(O)CCC2C1=CC(=O)OC1 (some centres not stated)
  -25%, 10%, ·
26) CCCC1(CCC)C(=O)NC(=Nc2ccccc2)NC1=O
  -12%, -14%, 0%
27) O=C(O)c1cccc2c1NC(C(=O)O)C1CC(Sc3ccccc3[N+](=O)[O-])C(Cl)C21 (configuration not stated)
  4%, -9%, ·
28) O=C(O)C1=CCCN(CCOC(c2ccc(C(F)(F)F)cc2)c2ccc(C(F)(F)F)cc2)C1
  -32%, ?, 12%[56.1 µM]
29) CCNC(=S)NCCC1=c2ccccc2=N/C1=C\c1c(O)n(C)c(=O)n(C)c1=O
  21µM*, ?, -4%
30) Cc1cccc(CN2CCCN(Cc3ccc(Cl)cc3)S2(=O)=O)c1
  -28%, -15%, ·
31) Cc1ccc(CN2CCN(Cc3ccccc3)CC2)cc1
  11%, -9%, -2%
32) Cc1nc2ccccc2c(=O)n1-c1cccc(O)c1
  -17%, -18%, 7%
33) COC(=O)[C@]1(C)C[C@H]1[C@H](NP(=O)(c1ccccc1)c1ccccc1)c1ccccc1
  ?, ?, 5%&4%
34) CCN(CC)c1ccc(/C=C/[N+](=O)[O-])cc1
  16µM*, ?, 8%
35) CCOP(=O)(OCC)C(NC(=O)CN1C(=O)c2ccccc2S1(=O)=O)C(Cl)(Cl)Cl (configuration not stated)
  -2%, 5%, 3%
36) C=CCN1CC[C@]23c4c5ccc(O)c4O[C@H]2C(=O)CC[C@@]3(O)[C@H]1C5
  -2%&-27%&-1%&5%, 5%&17%&15%&11%, 3%&-2%
37) CCn1c(=O)oc2cc(NC(=O)CCl)ccc21
  15µM*, 12µM*, 3%
38) O=C(Nc1ccccc1)c1c(O)c2c(n(Cc3ccco3)c1=O)CCCC2
  ?, ?, ·
39) COc1ccc(Cn2c(O)c(/C=C3/C=CC=N3)c(=O)[nH]c2=O)cc1
  16µM*, 21µM*, 4%
40) O=C1NC(=O)[C@]2(Cc3ccccc3N3CCN(c4ccccc4)CC32)C(=O)N1Cc1ccccc1 (some centres not stated)
  23µM*, 21µM*, 7%
41) Cn1c(O)c(C=Nc2ccccc2Sc2ccccc2)c(=O)n(C)c1=O
  ?, -15%, 3%
42) CCOc1ccc(CC2(CCc3ccncc3)C(=O)NC(=O)NC2=O)cc1
  ?, -6%, 4%
43) Cc1ccc2c(c1)NP(=S)(Oc1ccccc1)N2 (configuration not stated)
  -13%, -11%, ·
44) CCc1nc2ccccc2c(=O)n1-c1ccccc1[N+](=O)[O-]
  ?, -21%, 5%
45) C#CCOc1ccc(OC)cc1C(c1c(C)[nH][nH]c1=O)c1c(C)[nH][nH]c1=O
  ?, 15%, 6%
46) O=c1ccc2cc(OC3O[C@H](CO)[C@@H](O)[C@H](O)[C@H]3O)c(O)cc2o1 (some centres not stated)
  -11%, 2%, ·
47) NC(CCP(=O)(O)O)C(=O)O (configuration not stated)
  -10%, ?, 11%[56.1 µM]
48) CNC(=O)Oc1ccc2c(c1)[C@@]1(C)CCN(C)C1N2C (some centres not stated)
  ?, ?, 9%&3%&7%[56.1 µM]
49) COC12CCC3(CC1C(C)(O)C(C)(C)C)[C@H]1Cc4ccc(O)c5c4[C@@]3(CCN1CC1CC1)C2O5 (some centres not stated)
  ?, ?, 3%
50) O=S(=O)(NCC(c1cccnc1)N1CCN(c2ccc(F)cc2)CC1)c1ccccc1 (configuration not stated)
  21µM*, 12µM*, ·
51) N[C@H](Cc1o[nH]c(=O)c1Cl)C(=O)O
  -6%, 14%, 10%[56.1 µM]
52) Cn1c(O)c(C=NCCN2CCN(C(=O)c3ccccc3)CC2)c(=O)n(C)c1=O
  -7%, -17%, 5%
53) C=C(C)[C@H]1CN[C@H](C(=O)O)[C@@H]1CC(=O)O
  0%, 1%, -3%[56.1 µM]
54) C[C@]12CCC3C(CC[C@H]4[C@@H](O)[C@H](O)CC[C@]34C)C1CCC2=O (some centres not stated)
  ?, -16%, ·
55) COC(=O)C1=C(c2ccc(Cl)c(C(F)(F)F)c2)C[C@@H]2CC[C@H]1N2C(=O)NCc1cc(C)oc1C(F)(F)F
  21µM*, ?, 1%
56) CCCCOP(=O)(c1ccc(N(C)C)cc1)C(O)c1ccc(C(C)C)cc1 (configuration not stated)
  -18%, ?, ·
57) COc1ccc(OC)c(N2C(=O)NC(=O)C3(Cc4cc(C)ccc4N(C)C3)C2=O)c1 (configuration not stated)
  ?, ?, 5%
58) O=C(CN1CCCC1=O)N1CCOCC1
  3%, -3%, -3%
59) CCC(=NCCC(c1ccccc1)c1ccccc1)c1c(O)[nH]c(=O)[nH]c1=O
  ?, ?, -3%
60) COCCCn1c(-c2ccc(OC)cc2)cc(C(=O)NC2CCCCCCC2)c1C
  15µM*, 21µM*, 3%

Remaining list, next part
Sequence of screens: TDP1 cell noCPT, DT40 TDP1 CPT, TDP1 inh
61) COc1ccc(-n2c(O)c(C=NCc3ccc4c(c3)OCO4)c(=O)[nH]c2=O)cc1
  -23%, -3%, 3%
62) CN1CCN=C(c2ccccc2)c2cc(Cl)ccc21
  -86%, -88%, ·
63) CCCCN1CCS(=O)(=O)N(Cc2ccccc2Br)CC(C(=O)OC)C1 (configuration not stated)
  ?, ?, -4%[56.1 µM]
64) CCC(C)N1CCN(C(=O)Cc2ccccc2)CC1 (configuration not stated)
  -6%, -9%, 5%
65) C[C@H]1CN([C@@H](C)CO)C(=O)CCCn2nncc2CO[C@H]1CN(C)C(=O)Oc1ccc2ccccc2c1
  9.2µM*, 16µM*, ·
66) CN(CCc1ccccc1)Cc1c[nH]c2ccccc12
  1.5µM*, 0.82µM*, ·
67) O=[N+]([O-])c1ccc(N2CCCC(C(F)(F)F)C2)c2ccncc12 (configuration not stated)
  9.2µM*, 13µM*, 14%
68) CC(C)C(C)(NC(=O)c1cccn(Cc2ccc3c(c2)OC(F)(F)O3)c1=O)C(N)=O (configuration not stated)
  -22%, 1%, 2%
69) Cn1ncc(Cl)c1C(=O)N1CCC2(CC1)OCCO2
  11%, -3%, 1%
70) CCOc1cc2c(cc1OCC)-n1cccc1C(c1ccc(C)cc1C)NC2 (configuration not stated)
  ?, ?, ·
71) Cc1ccc(-n2nc3c(N4CCC(C(=O)NCCc5ccccc5)CC4)nnc(C)c3c2C)cc1
  5.8µM*, 4.6µM*, -3%
72) C[C@@H]1CN([C@H](C)CO)S(=O)(=O)c2ccc(C#Cc3cccc(F)c3)cc2O[C@@H]1CN(C)C(=O)CN1CCOCC1
  18µM*, ?, ·
73) CC(Cc1ccc(OCC(=O)O)cc1)NCC(O)c1cccc(Cl)c1 (configuration not stated)
  -12%, -4%, -11%[56.1 µM]
74) S=P(NCCSCc1ccccc1)(N1CC1)N1CC1
  7.3µM*, 3.7µM*, ·

In the list so far, 11 have an NH in an aromatic ring:
Sequence of screens: TDP1 cell noCPT, DT40 TDP1 CPT, TDP1 inh
6) O=C(NCCN1CCC(n2c(=O)[nH]c3ccccc32)CC1)c1ccc2ccccc2c1
  ?, 23µM*, ·
11) C=CCn1c(O)c(C=NCCN2CCNCC2)c(=O)[nH]c1=O
  -17%, -14%, 3%
12) O=c1[nH]c(=S)n(-c2ccccc2F)c(O)c1C=Nc1ccc(N2CCOCC2)cc1
  -28%, -13%, 5%
13) COc1ccc2c(c1)[nH]c1c(C)nccc12
  20µM*, 13µM*, -1%
17) COc1cc2[nH]c(=O)n(-c3cccc(Cl)c3)c(=O)c2cc1OC
  -8%, -6%, 7%
39) COc1ccc(Cn2c(O)c(/C=C3/C=CC=N3)c(=O)[nH]c2=O)cc1
  16µM*, 21µM*, 4%
45) C#CCOc1ccc(OC)cc1C(c1c(C)[nH][nH]c1=O)c1c(C)[nH][nH]c1=O
  ?, 15%, 6%
51) N[C@H](Cc1o[nH]c(=O)c1Cl)C(=O)O
  -6%, 14%, 10%[56.1 µM]
59) CCC(=NCCC(c1ccccc1)c1ccccc1)c1c(O)[nH]c(=O)[nH]c1=O
  ?, ?, -3%
61) COc1ccc(-n2c(O)c(C=NCc3ccc4c(c3)OCO4)c(=O)[nH]c2=O)cc1
  -23%, -3%, 3%
66) CN(CCc1ccccc1)Cc1c[nH]c2ccccc12
  1.5µM*, 0.82µM*, ·
